Screens deposited in PubChem by National Center for Advancing Translational Sciences (NCATS).
PI5P4K alpha inh: inhibitors of human PI5P4K alpha. PI5P4Kalpha enzyme, ADP-Glo luminescence, 60 min; active compounds read low. max response, %. 330,000 compounds, 1.2% hits. P48426; active = max response of -50% or lower; inconclusive = between -30% and -50%; inactive = -30% or higher; note: value at the top dose of about 77 µM; % is set by controls: 0 for no effect and ±100 for the full control effect
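Enzyme plus substrate dispensed, test compounds pinned in, then ATP (5 microM final) added. After 60 min at RT, ADP-Glo reagent 1 for 45 min and reagent 2 for 30 min preceded luminescence imaging.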
EPAC1 antag: EPAC1 (human) antagonism. EPAC1 GEF assay, Rap1b-BODIPY-GDP exchange fluorescence. Potency, µM (series often up to 115 µM), for inactives: top-dose activity change, negative = inhibition, usual class: inhibitors. 360,000 compounds, 0.14% hits. AID 720709;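 note: potency is the fitted concentration of half-maximal effect; plate controls were vehicle for no effect and positive control for full effect; nearly all actives have a fitted effect of over 50% in size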
EPAC2 agonist: activates human EPAC2 exchange factor; Q8WZA2; EPAC2 activation, biochemical qHTS; response scale: 100% = 6.5 mM cAMP response; Potency, µM (doses to about 154 µM), without a hit: at the highest dose activation, actives largely listed as activators; 360,000 compounds, 0.079% hits; AID 720711; note: potency is the fitted concentration of half-maximal effect; nearly all actives have a fitted effect of over 50% in size
Target sequence (Q8WZA2 whole entry, looked up): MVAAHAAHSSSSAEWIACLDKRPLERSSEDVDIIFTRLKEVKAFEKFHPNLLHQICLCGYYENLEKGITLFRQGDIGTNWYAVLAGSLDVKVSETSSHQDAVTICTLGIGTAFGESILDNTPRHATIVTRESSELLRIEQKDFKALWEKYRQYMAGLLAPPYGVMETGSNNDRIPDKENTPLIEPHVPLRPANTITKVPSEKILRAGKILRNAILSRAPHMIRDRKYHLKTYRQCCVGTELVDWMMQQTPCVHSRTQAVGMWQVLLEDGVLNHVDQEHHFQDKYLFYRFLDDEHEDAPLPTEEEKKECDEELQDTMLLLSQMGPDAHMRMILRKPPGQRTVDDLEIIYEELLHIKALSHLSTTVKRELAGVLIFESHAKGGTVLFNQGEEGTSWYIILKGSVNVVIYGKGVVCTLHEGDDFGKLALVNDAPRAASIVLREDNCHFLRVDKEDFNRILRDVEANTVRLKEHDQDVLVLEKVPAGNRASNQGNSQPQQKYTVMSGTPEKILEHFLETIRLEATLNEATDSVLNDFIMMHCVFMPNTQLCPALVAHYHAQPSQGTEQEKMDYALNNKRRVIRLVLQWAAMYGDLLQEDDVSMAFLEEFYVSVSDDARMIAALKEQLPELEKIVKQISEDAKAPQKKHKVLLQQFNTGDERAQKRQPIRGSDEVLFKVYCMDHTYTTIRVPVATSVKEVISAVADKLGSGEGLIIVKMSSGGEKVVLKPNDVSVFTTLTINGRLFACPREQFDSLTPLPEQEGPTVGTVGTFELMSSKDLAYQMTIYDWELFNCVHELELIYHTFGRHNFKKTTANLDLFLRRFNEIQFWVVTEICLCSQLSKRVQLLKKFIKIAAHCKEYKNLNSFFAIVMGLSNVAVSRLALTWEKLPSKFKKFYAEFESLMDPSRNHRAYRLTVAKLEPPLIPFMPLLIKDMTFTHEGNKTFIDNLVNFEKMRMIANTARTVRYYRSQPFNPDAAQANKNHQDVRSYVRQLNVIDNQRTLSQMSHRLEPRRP
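qHTS, titration series. 100 nM EPAC2 / 250 nM Rap1B-BODIPY-GDP / 50 uM GDP; RT; ex 480/em 540 nm, 5-min reads to 30 min. Norm. to 6.5 mM cAMP = activation.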
EPAC1 ag: activates human EPAC1 exchange factor; EPAC1 agonist qHTS, biochemical assay; response scale: 100% = response to 6.5 mM cAMP; Potency, µM (highest dose often 154 µM), without a hit: at the top dose activation, actives largely listed as activators; 360,000 compounds, 0.073% hits; note: potency is the fitted concentration of half-maximal effect; nearly all actives have a fitted effect of over 60% in size
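Multi-concentration qHTS readout: loss of Rap1B-bound BODIPY-GDP fluorescence driven by 100 nM EPAC1 with excess GDP (50 uM), monitored kinetically at room temperature; agonist response expressed relative to 6.5 mM cAMP.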
PLK1 PBD inh: PLK1 (human) polo-box domain binding inhibition; Plk1 PBD binding of FITC phosphopeptide, fluorescence polarization; Potency, µM, for inactives: max response, negative = inhibition, usual class: inhibitors; 360,000 compounds, 2.8% hits; AID 720504; note: potency is the fitted concentration of half-maximal effect; series mostly up to about 57 µM; % is set by controls: 0 for no effect and ±100 for the full control effect; nearly all actives have a fitted effect of over 65% in size
IL2 activator: IL-2 activation; IL-2 activation reporter assay, cell-based qHTS; stimulated with anti-CD3/CD4/CD28 beads; in transgenic mouse T cells; activation, % (series mostly up to about 46 µM); 360,000 compounds, 0.065% hits; AID 652025; in the data active = activation above about 50%; inconclusive = mostly about 30% to 49%; note: 0% is about no effect
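Unstimulated transgenic mouse T cells preincubated 60 min with compound, then stimulated with anti-CD3/anti-CD4-coated beads plus anti-CD28 for 18 h at 37 degrees C. IL-2 response read as EGFP and DsRed fluorescence by plate cytometry.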
CCT modulator: changes cytosolic chaperonin activity; activity change, % (no concentration beside the values), hits read low; 360,000 compounds, 0.3% hits; purified chaperonin ATPase assay, HTRF ADP detection, 30 min; in the data active = activity change below about -30%; note: % is set by controls: 0 for no effect and ±100 for the full control effect
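TRiC at 40 or 20 nM final (batch-dependent) in 30 mM Tris pH 7.4, 100 mM KCl, 5 mM MgCl2, 1 mM DTT, with compound at single 76 uM and 10 uM ATP, 30 min at 37 deg C. ADP detected by HTRF Transcreener, 665/615 ratio.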
WRN inhibitor: blocks human WRN helicase; AID 651768; 360,000 compounds, 0.46% hits; Q14191; WRN helicase unwinding, fluorescent forked duplex, kinetic; Potency, µM (highest dose often 114 µM), inactives show top-dose activity change, negative = inhibition, most hits filed as inhibitors; note: potency is the fitted concentration of half-maximal effect; % is set by controls: 0 for no effect and ±100 for the full control effect; nearly all actives have a fitted effect of over 55% in size
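Kinetic fluorescence helicase assay: unwinding of a quenched forked DNA duplex (100 nM final) with 2 mM ATP final raises red fluorescence (525/598 nm). Compounds sat 15 min at room temperature with 20 nM WRN beforehand.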
Starred values were filed as active, the others as inactive; ? = inconclusive; / = no result given; & = joins results of further samples; [ ] = dose if it differs, or a comment. Unless noted, calls come from the whole dose curve; as a rule, active = well fitted curve in the direction sought with a large enough effect; inconclusive = small, poorly fitted or top-dose-only effect, or another doubt; inactive = no such curve, though single readings can be large; an effect the other way counts as inactive or inconclusive. The list is partial; count on the stated rates, not on these rows.

SMILES	PI5P4K alpha inh	EPAC1 antag	EPAC2 agonist	EPAC1 ag	PLK1 PBD inh	IL2 activator	CCT modulator	WRN inhibitor
CCOc1ccc(NC(=O)C(C)NS(=O)(=O)c2ccc(NC(C)=O)cc2)cc1 (stereo not given)	7	0%	-10%	-4%	27µM*	1.2	-2.7	-2%
O=C(O)[C@@H]1[C@@H]2C[C@@H]2CN1c1ncccc1[N+](=O)[O-]	0	-6%	3%	-3%	-5%	0.7	-0.7	-10%
CCOc1ccc([N+](=O)[O-])c(N)c1	2	5%	12%	2%	-9%	0.1	-3.2	26%
CN(CC(=O)NCC1CCCO1)S(=O)(=O)c1cc(Cl)ccc1Cl (stereo not given)	1	18%	1%	-3%	-3%	-0.8	-0.4	-4%
O=C(NCc1ccc(Cl)cc1)N1CCN(S(=O)(=O)c2ccccc2)CC1	0	11%	12%	7%	-13%	-0.2	-0.8	6%
Cc1nn(C)cc1C(C(=O)NC1CCCCC1)N(CCc1ccccc1)C(=O)c1cnccn1 (stereo not given)	7	-10%	-1%	-12%	2%	1.3	0.5	1%
COc1ccccc1NC(=O)N1CCC(C(=O)c2ccc(F)cc2)CC1	/	4%	5%	10%	-5%	0.7	-2.5	-3%
COc1ccc(-c2nc(CN3CCN(c4ccccc4OC)CC3)c(C)o2)cc1	15	?	7%	-1%	-5%	-5.6	2.0	-5%
COc1ccc(NC(=O)CN2CCN(CC(=O)Nc3ccccc3F)CC2)cc1OC	2	-15%	-2%	9%	-7%	2.8	0.6	-10%
CCOc1ccccc1C1CC(=O)Nc2cc(C)c(C)cc21 (stereo not given)	1	-4%	-3%	-15%	0%	-0.3	-1.7	0%

Fetched by structure from the entries so far:
SMILES	PI5P4K alpha inh	EPAC1 antag	EPAC2 agonist	EPAC1 ag	PLK1 PBD inh	IL2 activator	CCT modulator	WRN inhibitor
CCOc1ccccc1C1CC(=O)Nc2cc(C)c(C)cc21 (stereo not given)	1	-4%	-3%	-15%	0%	-0.3	-1.7	0%
CCOc1ccc([N+](=O)[O-])c(N)c1	2	5%	12%	2%	-9%	0.1	-3.2	26%
COc1ccccc1NC(=O)N1CCC(C(=O)c2ccc(F)cc2)CC1	/	4%	5%	10%	-5%	0.7	-2.5	-3%
O=C(NCc1ccc(Cl)cc1)N1CCN(S(=O)(=O)c2ccccc2)CC1	0	11%	12%	7%	-13%	-0.2	-0.8	6%

New compounds follow.
SMILES	PI5P4K alpha inh	EPAC1 antag	EPAC2 agonist	EPAC1 ag	PLK1 PBD inh	IL2 activator	CCT modulator	WRN inhibitor
C=C(C)C(=O)Nc1cccc(C2=NOC3(C2)C[C@H](C(N)=O)N(C(=O)C(c2ccccc2)c2ccccc2)C3)c1 (stereo not given in full)	-25	-17%	4%	-18%	?	-0.3	-2.9	50µM*
O=C(Nc1nnc(S(=O)(=O)N2CCCCC2)s1)c1ccc(Cl)cc1	-22	9%	12%	-13%	-11%	-1.6	0.3	3%
CC(=O)c1ccc(N(C(=O)c2ccco2)C(C(=O)NC2CCCC2)c2ccc(N3CCOCC3)cc2)cc1 (stereo not given)	-4	-21%	0%	1%	-14%	-2.0	-2.3	7%
CCCn1c(SCC(=O)Nc2cccc(F)c2)nc(O)cc1=O	-21	4%	2%	12%	-4%	0.8	0.0	-4%
COc1cccc(CN2CCC(n3nccc3NC(=O)CCCc3ccccc3)CC2)c1	0	18%	-4%	-7%	1%	-4.2	-1.9	0%
COc1ccc(S(=O)(=O)Oc2cccc(C(=S)N3CCOCC3)c2)cc1	-4	12%	10%	0%	-4%	-2.3	-1.5	-12%
Cc1nc(C(C)NC(=O)CCc2nnc(-c3ccsc3)o2)cs1 (stereo not given)	-4	0%	9%	5%	-1%	0.0	0.5	0%
Cc1nc2ccccc2nc1OCC(=O)Nc1cc(C(F)(F)F)ccc1N1CCOCC1	7	-5%	-1%	-7%	-3%	1.3	-3.8	-6%
CCN1CCN(C(=O)Cn2ncc3c2-c2ccccc2OC3)CC1	-5	-18%	2%	-9%	-1%	-1.3	1.4	0%
CS(=O)(=O)N1CCC(C(=O)NCc2ccc(Cl)cc2Cl)CC1	-1	-3%	2%	4%	-26%	1.5	0.3	-3%
CC(C)N1CCC(N2CCN(Cc3ccc(-c4ccccc4Cl)o3)CC2CCO)CC1 (stereo not given)	2	-15%	8%	1%	-6%	0.1	-1.0	-15%
CCc1ccccc1NC(=O)CNC(=O)c1n[nH]c(=O)c2ccccc12	5	-5%	9%	3%	2%	0.5	-5.7	3%
CCOC(=O)c1ccccc1NC(=O)CSc1nnc(Cc2cccn2C)n1-c1ccc(C)cc1	/	-2%	3%	10%	0%	-0.9	-0.5	-11%
S=C(NCc1ccco1)N1CCN(c2ccccn2)CC1	3	11%	6%	6%	-9%	4.2	-2.7	-3%
Cc1cccc(C)c1NC(=O)Cn1nc(C)n2cccc2c1=O	-7	-28%	6%	-9%	-6%	2.0	-3.1	0%
CC(=O)c1ccccc1OC(=O)CCN1C(=O)C2C3C=CC(C4CC34)C2C1=O (stereo not given)	4	2%	5%	8%	-12%	0.9	-0.8	-6%
O=C(O)c1ccc2c(c1)C1C=CCC1C(c1ccncc1)N2 (stereo not given)	-4	-23%	-1%	-1%	1%	-2.6	-1.0	5%
CC(=O)Nc1ccc(S(=O)(=O)NC2=C(N3CCN(Cc4ccccc4)CC3)C(=O)c3ccccc3C2=O)cc1	-14&-1	-3%&-17%	13%&5%	2%&2%	-6%&-1%	0.2&-0.3	-2.5&-1.1	-2%&-18%
Cc1ccccc1C1CC(c2ccccc2OC(F)F)Nc2ncnn21 (stereo not given)	4	-17%	-2%	12%	-2%	0.6	-3.4	1%
CCNC(=S)N/N=C/c1cn(Cc2ccccc2F)c2ccccc12	-2	-24%	5%	24%	-2%	-2.4	0.3	-16%
CC(C)(CO)N=C1NS(=O)(=O)c2cc([N+](=O)[O-])ccc21	5	14%	-10%	11%	-6%	-0.2	-0.7	-24%[57.1 µM]
CC1CCN(C(=O)c2ncn3c2c(=O)[nH]c2cccnc23)CC1	2	10%	9%	-12%	-2%	-3.3	0.0	6%
CCn1nc(NC(=O)COC)c2cc3cc(C)ccc3nc21	-1	-6%	6%	-3%	1%	-0.1	0.6	-1%
Cc1nn(C)cc1/C=N\NC(=O)c1csc2c1CCCC2	-6	3%	-4%	-14%	1%	-0.3	-0.3	7%
CCC(=O)Oc1ccc2c(C)cc(=O)oc2c1C(=O)c1ccccc1	4	7%	8%	-2%	?	0.7	-1.0	4%
Cc1cccc(C)c1NC(=O)CC1SC2=NCCN2C1=O (stereo not given)	-15	8%	-5%	3%	-20%	-2.1	-0.2	-6%
CCN1CCN(S(=O)(=O)c2ccc(F)c(C(=O)Nc3c(F)cc(F)cc3Br)c2)CC1	4	11%	2%	3%	5%	-1.9	0.2	5%
CC(C)(C)c1cc(-c2csc(Nc3ccccc3)[n+]2Cc2ccc(C(=O)O)cc2)cc(C(C)(C)C)c1O	-10	79µM*	-10%	-1%	21µM*	4.3	-2.9	?
Cc1ccc(CNC(=O)CN2C(=O)COc3ccc(S(=O)(=O)N4CCCCC4)cc32)o1	-5	?	4%	-4%	-9%	-1.9	2.0	10%
CCOC(=O)c1cc2cc(CC(=O)c3ccc(OCC)cc3O)ccc2o1	-6	9%	-11%	2%	-8%	-2.9	0.5	3%
CCCCCCCCCCOC(=O)Cn1c(COc2ccccc2OC)[n+](C)c2ccccc21	-25	-8%	4%	7%	-11%	-0.5	1.4	-5%
C/C(=N\Nc1nc(Nc2ccccc2)nc(N2CCOCC2)n1)c1cccs1	1	-4%	14%	4%	1%	3.1	-2.5	2%
O=C(Cc1n[nH]c(=O)c2ccccc12)OCC(=O)c1ccccc1Cl	-12	-5%	22%	10%	-9%	0.8	-4.5	-6%
Cc1nc(CSc2nsc(C)c2C#N)cs1	-3	25%	17%	8%	-12%	-1.2	-2.1	-1%
Cc1ccccc1NC(=O)c1ccc(N/N=C/c2ccccc2O)c([N+](=O)[O-])c1	1	-9%	3%	-3%	-11%	-2.9	-1.8	-30%
CC(C)C[C@H](NC(=O)OC(C)(C)C)C(=O)N1CCC(C(=O)N[C@@H](Cc2c[nH]c3ccccc23)C(=O)O)CC1	16	-1%	-5%	-3%	0%	-0.5	-3.8	-1%
O=C(CCCN1C(=O)/C(=C/c2ccco2)SC1=S)Nc1ccccc1C(=O)O	-82*	-14%	6%	6%	?	-1.4	0.8	32µM*
CCCCC(=O)Nc1ccc(C(=O)NNC(=O)c2ccccc2Br)cc1	/	-12%	-10%	4%	-8%	1.8	-4.0	-6%
COc1cc(/C(C)=N/Nc2ccc(C(=O)O)cc2)cc(OC)c1OC	-9	-2%	2%	3%	-3%	0.3	0.2	-15%
c1ccc2c(CSCCc3ccncc3)cccc2c1	-2	1%	-6%	-11%	-23%	-0.9	-1.4	-3%
CCCCCCN1C[C@@H](O)[C@H](n2cc(-c3ccc(F)cc3)nn2)C[C@@H]1c1ccccc1	-6	-4%	-5%	-17%	-12%	-1.4	0.1	1%
NS(=O)(=O)c1ccc(NC(=S)NCc2ccc(F)cc2)cc1	0	7%	0%	-10%	21µM*	-1.5	-4.5	0%
COc1ccc(-c2ccc(CCC(=O)O)o2)cc1	-16	-10%	3%	3%	-25%	-0.5	1.1	?
CCC(C)(C)NC(=O)C(c1ccc(C)o1)N(Cc1cccs1)C(=O)Cn1nnc2ccccc21 (stereo not given)	-4	10%	-11%	-17%	-3%	-0.2	0.5	8%
O=C(CSc1nncc2ccccc12)N1CCOCC1	/	-2%	7%	5%	-18%	1.7	-2.3	-2%
CCN(CC)S(=O)(=O)c1ccc(NC(=O)COC(=O)c2ccc(-n3nc(C)cc3C)cc2)cc1	/	-2%	15%	7%	4%	0.3	-0.5	-8%
Cc1noc(C)c1C(=O)Nc1nc(-c2ccc(F)cc2)cs1	-2	14%	7%	1%	4%	0.3	1.2	3%
O=C(Nc1ccc(Cl)cc1)N1CCCC(Cn2cccc2)C1 (stereo not given)	-2	-3%	13%	0%	-1%	-2.1	-2.2	-1%
Cc1cc(Cl)ccc1OCC(=O)OC(C)C(=O)N(C)C (stereo not given)	-10	9%	4%	-3%	-7%	0.2	0.3	-19%
CCn1c(SCC(=O)NCCc2ccccc2)nc2c(c1=O)SC(C)C2 (stereo not given)	2	7%	17%	8%	-12%	-1.7	0.2	-3%
COc1ccc(-n2nnnc2-c2cn(C)nc2C(F)(F)F)cc1	4	15%	4%	-8%	?	-2.7	-0.8	-5%
